# Source: PubChem BioAssay
# rCAG binder = molecules binding r(CAG) RNA repeats | AID 651821 | r(CAG) RNA repeat, TO-PRO-1 dye displacement fluorescence | inhibition, % at 3 µM | actives 1.3% (n = 370,000);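 active = inhibition above the plate cutoff, the mean of all test compounds on that plate plus 3 SD, cut at about 35% in these data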;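 also: 0% = DMSO alone and 100% = 100 µM mitoxantrone as full dye displacement; higher means more dye released from RNA so lower well fluorescence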
# ADAM10 inh = inhibitors of human ADAM10. O14672. recombinant ADAM10, EDANS/DABCYL FRET peptide cleavage, 3 h. inhibition, % at 7 µM. actives 0.62% (n = 370,000). AID 720582;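 active = inhibition above a per-campaign cutoff equal to the mean of compounds falling between control-based bounds plus 3 SD, cut at about 20% in these data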;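 also: 0% = DMSO wells while the 100% control is not disclosed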
# FXN GAA850 act = frataxin GAA850 promoter activation; HEK293 lucGAA850 FXN promoter luciferase reporter, 24 h; percent of 10 µM SAHA response; activation, % at 6 µM; actives 0.56% (n = 360,000); AID 540364;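 active = activation above the average of all compounds screened plus 3 SD, cutoff fixed separately per campaign, cut at about 7.5% in these data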;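 also: 0% = DMSO wells and 100% = 10 µM SAHA wells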
# proKLK7 act = activators of human kallikrein-7 zymogen; P49862; purified proKLK7, EDANS-DABCYL substrate fluorescence; 100% is mature enzyme control, 0% vehicle; activation, % at 7 µM; actives 0.9% (n = 370,000); AID 652039;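 active = activation above the mean of all tested compounds plus 3 SD, computed per campaign excluding outliers beyond control limits, cut at about 13% in these data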
# Target sequence (P49862 whole entry, looked up): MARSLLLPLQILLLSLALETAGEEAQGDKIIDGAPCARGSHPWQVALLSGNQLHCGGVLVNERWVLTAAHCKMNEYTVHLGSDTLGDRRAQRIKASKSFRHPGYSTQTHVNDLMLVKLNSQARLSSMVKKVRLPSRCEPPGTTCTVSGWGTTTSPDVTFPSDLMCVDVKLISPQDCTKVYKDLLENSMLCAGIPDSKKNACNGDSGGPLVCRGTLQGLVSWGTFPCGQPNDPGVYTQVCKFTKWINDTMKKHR
# ARFGAP1 inhibitor = inhibits rat ARF GTPase activating protein 1. inhibition, % at 16.5 µM. Arfgap1-stimulated ARF1 GTP hydrolysis, GDP FP detection. actives 0.26% (n = 360,000). Q62848;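 active = inhibition above a per-plate limit, mean inhibition of low control wells plus 3 SD, cut at about 25% in these data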;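 also: 0% = DMSO wells with enzyme and 100% = wells lacking Arfgap1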
# Target sequence (Q62848 1-136 limits assumed): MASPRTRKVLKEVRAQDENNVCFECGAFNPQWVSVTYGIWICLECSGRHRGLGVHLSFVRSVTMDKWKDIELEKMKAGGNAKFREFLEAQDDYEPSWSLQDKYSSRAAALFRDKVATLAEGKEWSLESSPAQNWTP
#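 Assay system: purified rat His6-Arfgap1 residues 1-136 (GAP domain); Reagent: human Δ17 ARF1 bound to GTP; Dosing: 16.5 µM single point, 1.26% DMSO; Times: GTP hydrolysis reaction 2 h at 25 °C; Signal: FP, GDP Alexa 633 tracer displaced from anti-GDP antibody, 620/688 nm; Measure: % inhibition from polarization.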
# GC-B act = GC-B (human) receptor activation. activation, % at 10 µM. AID 1920062. actives 0.11% (n = 370,000). HEK293-GC-B cells, CNP EC30, cGMP TR-FRET; 0% at EC30 CNP, 100% saturating CNP. P20594;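 active = activation at 10 µM reaching about 35% in either raw or pattern-adjusted values, limit read from the data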
# GC-A act = GC-A (human) enzyme activation. P16066. HEK293 GC-A cells, cGMP TR-FRET, EC30 ANP; 0% at EC30 ANP, 100% saturating ANP. activation, % at 10 µM. actives 0.14% (n = 370,000). AID 1671463; in the data active = activation above about 40%
# HGIII-sPLA2 inh = Inhibits HGIII-sPLA2 liposome hydrolysis, primary screen; Q9NZ20; inhibition, % at 12.2 µM; QFRET BODIPY PC-A2 liposome hydrolysis, fluorescence; AID 743126; actives 0.56% (n = 370,000);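 active = inhibition above mean plus 3 SD of compounds lying within the high and low control bounds, cut at about 19% in these data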;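 also: 0% = median of test compound wells and 100% = no enzyme DMSO wells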
# ASAP1 inh = ASAP1 ArfGAP inhibition; actives 0.19% (n = 360,000); ASAP1-stimulated ARF1 GTP hydrolysis, GDP FP detection; inhibition, % at 16.5 µM; in the data active = inhibition above about 25%;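 also: 0% = vehicle with enzyme and substrate and 100% = no enzyme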
# DDE Tn6 FP inh = inhibitors of Tn6 peptide binding to human fibrin DD(E); Fibrin DD(E) TRITC-Tn6 fluorescence polarization displacement; inhibition, % at 8.3 µM; actives 0.21% (n = 370,000); AID 720509;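 active = inhibition above a per-campaign cutoff: mean of compounds within control limits plus 3 SD, cut at about 15% in these data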;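 also: 0% = median of all compound wells on the plate and 100% = blocking peptide control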
# Target sequence (P02675 whole entry, looked up): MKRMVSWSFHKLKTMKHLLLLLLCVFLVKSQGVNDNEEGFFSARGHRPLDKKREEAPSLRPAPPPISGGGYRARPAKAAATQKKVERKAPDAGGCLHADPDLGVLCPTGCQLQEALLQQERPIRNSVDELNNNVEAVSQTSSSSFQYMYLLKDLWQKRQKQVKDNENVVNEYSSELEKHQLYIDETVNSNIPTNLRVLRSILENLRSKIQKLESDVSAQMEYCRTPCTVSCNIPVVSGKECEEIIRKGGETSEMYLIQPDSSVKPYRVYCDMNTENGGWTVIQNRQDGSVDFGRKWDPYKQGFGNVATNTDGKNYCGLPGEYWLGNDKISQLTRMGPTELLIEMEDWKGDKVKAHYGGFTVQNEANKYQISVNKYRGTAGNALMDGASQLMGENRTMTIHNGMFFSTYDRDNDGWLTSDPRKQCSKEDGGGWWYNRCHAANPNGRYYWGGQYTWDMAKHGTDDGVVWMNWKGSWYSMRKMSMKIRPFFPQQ
# * hit, by the source's call; i = inactive; / = not tested or not shown; & = joins results of further samples.
SMILES,rCAG binder,ADAM10 inh,FXN GAA850 act,proKLK7 act,ARFGAP1 inhibitor,GC-B act,GC-A act,HGIII-sPLA2 inh,ASAP1 inh,DDE Tn6 FP inh
CC(=O)C1=C(O)C(=O)N(CO)C1c1ccccc1F (stereo not drawn),-4,-1,-1.3,-0.3,-4,2,2,6,-15,6
CCO[C@H]1OC(C(N)=O)=C[C@@H](C(C)(C)C)[C@@H]1CCCO,-3,5,0.2,0.3,3,1,0,11,1,-1
COc1ccccc1-c1oc2ccccc2c1C#CCCCCO,-2,-253,2.7,-6.0,-12,-7,3,-14,0,6
COC(=O)C1=C(N)Oc2cc(C)[nH]c(=O)c2C1c1ccccc1OC (stereo not drawn),-1,-9,0.4,0.1,-11,1,0,4,8,0
Cc1ccc2c(c1)C(c1ccc(O)cc1)(c1ccc(O)cc1)C(=O)N2C,-1,5,2.8,0.4,-6,1,-4,-13,5,2
CN(C)S(=O)(=O)Oc1ccccc1C(=O)Nc1cccc(C(F)(F)F)c1,2,8,-0.8,-0.4,-5,1,-1,-10,3,0
CC(=O)Nc1ccc(S(=O)(=O)N2CCCC(C(=O)N3CCN(c4ccccc4)CC3)C2)cc1 (stereo not drawn),-2,0,-2.1,0.8,3,0,-2,-5,1,3
CCNC(=O)C(=O)Nc1cc2c3c(c1)CCC(=O)N3CCC2,-2,-7,-1.6,-0.6,-8,4,3,5,4,-8
COc1ccc(CN2C(=O)C(CC(=O)NCc3cccc4ccccc34)CC(C(=O)N(C)C)=C2C)cc1 (stereo not drawn),0,-3,-1.3,0.2,0,1,-1,-3,-8,2
COc1ccc(-c2cc(C3CCN(Cc4cccc(C(F)(F)F)c4)CC3)[nH]n2)cc1,-6,24*,1.6,0.2,8,-15,-25,-22,8,0
COc1ccc(OC)c(S(=O)(=O)N2Cc3ccccc3CC2C(=O)O)c1 (stereo not drawn),3,-8,2.5,-0.6,4,1,2,2,-2,-3
CCC1(O)CC(C(=O)OC)=NN1C(=O)c1ccccc1 (stereo not drawn),-2,-6,3.6,0.0,2,-4,0,2,-3,-4
COC(=O)c1ccc(N2CC3CNC(=O)C2(C(=O)OC)N3C)cc1 (stereo not drawn),1&0,0&8,1.1&1.5,0.5&-0.1,-1&8,2&-2,2&1,8&-1,9&2,-2&3
COc1cccc(-c2nc(CS(=O)(=O)CC(=O)NCCc3cc(OC)ccc3OC)c(C)o2)c1,0,6,0.2,-0.3,-4,-4,-6,-22,0,0
O=C(COC(=O)c1cccc(Cl)c1)Nc1cc(Cl)ccc1Oc1ccccc1,5,-4,2.4,-0.1,-10,-7,2,1,-2,0
Cc1cc(C)cc(NC(=O)Cc2ccc(-n3cccc3)cc2)c1,3,-6,1.0,0.0,-6,0,-3,-10,5,-6
CC(C)(C)NC(=O)C12CCC(C)(c3nc4ccccc4nc31)C2(C)C (stereo not drawn),-3,-2,-1.1,0.3,17,4,0,-1,6,9
CCOc1ccccc1N1CCN(CC(O)COCc2cccs2)CC1 (stereo not drawn),-3,-2,1.2,0.2,-1,4,-5,5,4,5
CCOC(=O)c1ccc(S(=O)(=O)Nc2ccc3cn[nH]c3c2)cc1,6,2,-2.0,-0.3,3,-3,-2,-30,4,3
CCOc1cccc(/C=C(\C#N)C(=O)NC2CC2)c1,-3,-7,0.7,-0.6,-8,-10,4,-1,-2,5
COC(=O)c1ccc(N2C(=O)CC(SCC(=O)Nc3ccc(OC)cc3)C2=O)cc1 (stereo not drawn),4,-5,3.4,-0.2,0,1,-3,-3,-2,1
COc1ccc([N+](=O)[O-])cc1NC(=O)Nc1cccc(Cl)c1,15,11,-3.0,-0.2,4,-14,-21,4,8,0
O=C1N=C(N2CCOCC2)S/C1=C\c1ccc(-c2ccccc2Cl)o1,12,0,0.3,-0.8,-4,16,14,6,19,-5
Cc1ccc(S(=O)(=O)N(C)C)cc1NC(=O)c1n[nH]c(=O)c2ccccc12,4,9,2.9,0.1,2,-5,0,-7,13,2
COc1ccc(C(C)C)cc1S(=O)(=O)n1cnc(C)c1,-7,-3,0.8,-0.8,-6,5,7,-2,0,-5
C[C@@H]1ON(C)[C@H]2C[C@H]3c4[nH]c5c(-c6ccc(F)cc6)cccc5c4CCN3C(=O)[C@@H]12,5,-33,/,0.9,0,-7,-10,-11,9,7
CC(C)N1CCC(N2CCN(Cc3cccc4nonc34)CC2CCO)CC1 (stereo not drawn),0,-7,0.7,0.5,-1,-1,-3,7,-6,4
O=C(Nc1nnc(-c2ccc(Cl)cc2)o1)c1ccccc1Br,11,2,1.2,-0.8,-1,-8,-7,-4,7,0
O=C1CC(N2CCOCC2)C(=O)N1c1cc(Cl)cc(Cl)c1 (stereo not drawn),10,7,-1.8,0.0,-20,-4,8,1,-4,-9
CC1CC(C)CN(c2ncc3c(n2)CC(c2ccc(Cl)cc2)CC3=O)C1 (stereo not drawn),1,-2,-1.2,-0.1,12,2,-6,14,17,-3
COc1ccc(-n2cc(CNCCc3cscn3)c(-c3ccccc3Cl)n2)cc1,-5,5,/,0.2,-23,-7,-4,-8,-11,8
COc1ccc(S[C@]2(C(=O)NC(C)C)CC(=O)N[C@@H]2c2ccc(OC)cc2)cc1,0,-4,/,0.5,/,-3,-1,8,/,7
CCOC(=O)c1c(-c2ccccc2Cl)csc1NC(=O)c1cc(S(=O)(=O)N2CCOCC2)ccc1C,9,-20,-1.5,-0.9,2,0,2,-10,-1,-10
Cc1ccc(C)c(S(=O)(=O)N2CCN(c3nc(CN4CCOCC4)nc4sc(C)c(C)c34)CC2)c1,1,-20,1.3,-0.2,-12,0,-5,-11,-4,5
COc1cccc(CNC(=O)CCn2c(=O)oc3ccccc32)c1,0,-5,0.5,-0.1,-3,1,2,0,-1,1
COc1ccc(CCN2CC(C(=O)Nc3nccs3)CC2=O)cc1OC (stereo not drawn),1,4,2.2,0.1,-2,4,-5,0,-4,4
COC(=O)CSc1nc2c(cnn2-c2ccc(Cl)cc2)c(=O)[nH]1,3,4,-0.1,-0.6,-1,0,12,5,-4,-4
Cc1ccccc1Nc1nnc(SCC(=O)c2cc3ccccc3o2)s1,15,11,1.9,-0.3,5,-4,3,-9,10,-3
CN(C)C1CN(Cc2cn(Cc3ccccc3)nn2)S(=O)(=O)C1 (stereo not drawn),-2,-3,/,-0.1,-12,1,-1,13,-8,-4
O=C(CCCN1C(=O)c2cccnc2C1=O)N1CC(=O)N(CCc2ccccc2)C(=O)C1,-1,4,-1.8,0.5,-8,-4,4,-2,0,-4
Cc1c(C)c(C)c(S(=O)(=O)NCCc2ccccn2)c(C)c1C,-9,-2,-0.4,0.4,2,-4,3,-4,-7,3
CCOC(=O)c1ccc(NC(=S)NCCCN2CCCC2=O)cc1,-1,1,2.4,-0.5,-9,-1,0,2,-5,10
CC(Oc1ccccc1)C(=O)Nc1cc(Cl)ccc1-n1cncn1 (stereo not drawn),-4,-3,-1.2,-0.1,-5,-5,-5,4,-3,3
NS(=O)(=O)c1cccc(NC(=O)c2cccc(Oc3ccccc3)c2)c1,12,19,-2.0,-0.1,1,0,-17,-20,3,-4
COCC(=O)N(C)[C@H]1C[C@H]2c3[nH]c4c(-c5ccc6c(c5)OCO6)cccc4c3CCN2C(=O)[C@H]1[C@H](C)O,6,-15,/,1.2,/,-3,1,-22,/,0
COc1cccc(NC(=O)Nc2cc(NC(=O)Nc3cccc(OC)c3)c(C)nc2C)c1,10,3,0.8,-0.7,1,1,0,-15,3,3
COC(=O)/C(=C/c1ccco1)NC(=O)c1ccc(Br)o1,3,-7,2.3,0.1,2,-3,0,-2,1,2
CCOc1ccc(Nc2cc(C)nc(-n3nc(C)cc3C)n2)cc1,-7,0,6.3,0.3,8,-6,-4,0,1,-4
COc1cc(NC(=O)C2=CC(c3ccc(C)cc3)=NS(=O)(=O)N2C)cc(OC)c1OC,8,10,-2.7,-0.1,-2,-6,-1,-38,-6,-4
CC(C)CNC(=O)CSc1nc2nn(-c3ccccc3)c(=O)c-2c2n1CCCCC2,-3,-7,1.8,-0.4,7,-6,1,-2,2,2
COC(=O)c1c(-c2ccc(SC)cc2)sc2ccc(OC)cc12,4,-52,4.4,-8.6,-12,-6,-4,-3,8,0
CC(Oc1ccccc1Cl)C(=O)Nc1ccc(S(=O)(=O)Nc2nccs2)cc1 (stereo not drawn),54*,51*,0.2,-0.1,3,-2,1,-42,-3,0
CCOC(=O)NN1C(=O)c2ccccc2NC1c1ccccc1 (stereo not drawn),-1,i,-0.3,20*,13,6,1,30*,-11,-4
